Screening results (PubChem)
L929 necroptosis – inhibitors of zVAD-triggered necroptosis, primary screen, L929 cells; L929 zVAD necroptosis rescue, ATP luminescence, 24 h; with zVAD 60 µM; viability rescue, % at 10 µM; 0.38% of 220,000 active;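 active means activation, scaled between plate controls, above about 75%, limit read from the data; inactive means activation under that limit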;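 further: 0% = zVAD with DMSO and 100% = DMSO alone without zVAD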
TNF death inh – inhibitors of TNF-alpha triggered necroptosis, primary screen, cell-based, Jurkat FADD-/-, single concentration; activation (protection from cell death), % at 10 µM; 0.068% of 220,000 active; Jurkat FADD-/- TNF necroptosis rescue, ATP luminescence, 24 h; 0 = TNF only, 100 = no-TNF cells;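 active means activation, meaning protection from cell death, of at least 50% relative to plate controls; inactive means activation below 50%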;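 further: necroptosis triggered by 40 ng/mL TNF-alpha added together with compound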
PERK inhibitor – block of dimerizer-induced PERK translation repression, primary screen, PERK inhibitor project, CHO PERK-DD cells, SEAP luminescence, HTS. inhibition, % at 5.6 µM. Eukaryotic translation initiation factor 2-alpha kinase 3 (Homo sapiens), Q9NZJ5. 0.17% of 220,000 active. CHO PERK-DD fusion, SEAP luminescence translation reporter;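 active means inhibition above the mean inhibition of all tested compounds plus 3 SD, set separately per screening campaign, cut at about 2.9% in these data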;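 further: PERK kinase domain activated by AP20187 dimerizer at 100 nM; 0% = DMSO with dimerizer and 100% = rapamycin at 8.4 µM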
Runt-SMMHC FRET – inhibitors of RUNX1 Runt–CBFb-SMMHC binding, primary screen, biochemical, FRET, Cerulean-Runt, Venus-CBFb-SMMHC, uHTS | Runt-related transcription factor 1 (Homo sapiens) + Core-binding factor subunit beta … | Cerulean-Runt/Venus-CBFb-SMMHC FRET ratio 530/480, 1 h | inhibition, % at 20 µM | 0.74% of 220,000 active | AID 1434, 2008;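 active means mean inhibition across duplicate retests at 20 µM reaching about 50%, limit read from the data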;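 further: 0% = DMSO wells and 100% = wells with excess untagged CBFb-SMMHC; inhibitors lower the FRET ratio by blocking Runt binding to CBFb-SMMHC; some results filed as inactive read as strong as hits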
Hck Nef HTS – inhibitors of Nef-activated human Hck kinase, primary screen, biochemical, Z-Lyte FRET, 384-well, Hck-YEEI; Tyrosine-protein kinase HCK (Homo sapiens), P08631; Recombinant Hck-YEEI plus Nef, Z-Lyte FRET kinase assay; inhibition, % at 20 µM; 0.68% of 220,000 active; AID 463187, 2010;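 active means Hck-Nef kinase inhibition above about 50%, limit read from the data; inactive means inhibition below that limit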;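 further: 0% = DMSO with Hck plus Nef and 100% = Hck alone without Nef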
Target sequence (P08631 whole entry, looked up): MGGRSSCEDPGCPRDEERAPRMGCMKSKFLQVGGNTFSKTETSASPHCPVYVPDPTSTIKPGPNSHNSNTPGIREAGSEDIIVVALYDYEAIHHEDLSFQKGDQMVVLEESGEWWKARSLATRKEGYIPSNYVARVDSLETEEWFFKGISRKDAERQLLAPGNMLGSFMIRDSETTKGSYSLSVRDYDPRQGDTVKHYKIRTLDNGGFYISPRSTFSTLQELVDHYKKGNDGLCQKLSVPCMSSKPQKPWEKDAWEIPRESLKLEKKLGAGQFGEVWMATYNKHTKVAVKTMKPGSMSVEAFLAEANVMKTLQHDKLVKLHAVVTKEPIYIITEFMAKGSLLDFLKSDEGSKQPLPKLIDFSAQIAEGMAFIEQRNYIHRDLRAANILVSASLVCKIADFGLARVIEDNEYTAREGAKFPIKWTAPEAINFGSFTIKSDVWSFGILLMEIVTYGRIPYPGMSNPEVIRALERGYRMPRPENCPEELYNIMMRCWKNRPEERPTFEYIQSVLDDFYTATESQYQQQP
EP2 antag – human EP2 receptor antagonists, primary screen, TR-FRET cAMP, C6 glioma cells | inhibition, % at 25 µM | 0.52% of 260,000 active | C6 glioma cells expressing human EP2; cells stimulated with saturating PGE2;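 active means percent inhibition above 40 after rounding to a whole number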;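 further: rat C6 glioma host cells with rolipram phosphodiesterase inhibitor present; the protocol text gives 20 µM as final concentration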
EP2 mod – EP2 receptor modulators, cAMP readout, primary screen, cell-based, HTRF cAMP, PGE2 stimulation; EP2-expressing cells, cAMP HTRF FRET, PGE2 co-stimulation; AID 940, 2007; 0.83% of 260,000 active; induction, % at 25 µM; Prostaglandin E2 receptor EP2 subtype (Homo sapiens), P43116;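 active means compounds whose cAMP rise, as percent of the full-agonist control response, exceeds 60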;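 further: rat C6 glioma line stably carrying human EP2 under a CMV promoter; the protocol text gives 20 µM as final concentration; 100% = response of wells given 1 µM PGE2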
Runt-CBFb FRET – inhibitors of RUNX1 Runt–CBFb binding, primary screen, biochemical, FRET, Cerulean-Runt, Venus-CBFb, uHTS; 0.46% of 220,000 active; Runt-related transcription factor 1 (Homo sapiens) + Core-binding factor subunit beta …; Cerulean-Runt/Venus-CBFb FRET ratio 530/480, 1 h; inhibition, % at 20 µM; AID 1496, 2009;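 active means inhibition over about 50% at 20 µM in the single-dose screen, limit read from the data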;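 further: 0% = DMSO wells and 100% = excess unlabeled CBFb competitor control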
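Buffer or medium: Tris pH 7.5 buffer with BSA. Assay system: Cerulean-labeled Runt domain protein. Amount: each fluorescent fusion protein 100 nM. Read-out basis: loss of energy transfer signal. Incubation: 1 h compound exposure, room temperature. Probe or stimulus: Venus-CBFb binding partner, 100 nM. Detection: FRET, excitation 422 nm, emission at 530 and 480 nm.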
RBBP9 inh – human RBBP9 inhibitors, primary screen, biochemical, fluorescence polarization, FP-Rh probe, HTS. recombinant RBBP9. inhibition, % at 7.94 µM. 0.2% of 220,000 active. Serine hydrolase RBBP9 (Homo sapiens), O75884;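 active means inhibition above the campaign mean of all tested compounds plus 3 SD, cut at about 14% in these data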;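 further: plate controls were DMSO wells with RBBP9 for no effect and wells lacking RBBP9 protein for full effect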
Target sequence (O75884 whole entry, looked up): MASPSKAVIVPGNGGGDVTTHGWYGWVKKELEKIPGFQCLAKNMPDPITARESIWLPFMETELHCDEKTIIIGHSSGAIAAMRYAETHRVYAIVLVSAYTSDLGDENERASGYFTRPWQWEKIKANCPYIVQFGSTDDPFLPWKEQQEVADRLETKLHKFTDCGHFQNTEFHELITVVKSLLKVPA
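Test system – recombinant human RBBP9 · Input – RBBP9 2.5 µM in dispensing solution, pre-mixing · Medium – Tris buffer pH 8.0, NaCl, Pluronic · Schedule – preincubation 30 min plus labeling 45 min at 25 °C · Measured by – fluorescence polarization · Measure – % inhibition · Controls – DMSO and no-protein wells · Replicates – one well per compound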
* marks the source's active call; other numbers are inactive results; nt = not tested or not shown; & = joins results of further samples.

The line under a structure holds: L929 necroptosis, TNF death inh, PERK inhibitor, Runt-SMMHC FRET, Hck Nef HTS, EP2 antag, EP2 mod, Runt-CBFb FRET, RBBP9 inh
> COc1cc(OC)cc(C(=O)NC(=S)N2CCN(c3ccc(C(F)(F)F)cc3[N+](=O)[O-])CC2)c1
→ -0.3, -5.9, -0.5, -6, -2, 24, -14, -2, -1
> COc1ccccc1C(=O)Nc1sc(C(=O)N2CCCC2)c(C)c1C#N
→ 5.9, 1.1, -0.7, nt, 31, 8&11, 31&18, nt, -9
> COC(=O)/C(C(C)=O)=C(\C=C\N(C)C)N(C)C
→ -1.0, 0.2, -0.7, -3, 0, 18, -5, 1, 2
> Clc1ccc(CN2CCCCCCC2)cc1Cl
→ 0.2, -1.5, 0.6, 1, -1, 11, 50, -1, -5
> CCOC(=O)C1=C(CS(=O)(=O)c2ccccc2)NC(=O)NC1c1ccc(OC)c(OC)c1 (stereo not drawn)
→ -0.4, 1.1, 1.9, 1, 8, 4, 1, -1, -7
> O=C(O)c1cccc(Cn2cc(Br)cn2)c1
→ 0.0, -1.0, 0.0, 2, -1, nt, 29, -1, 2
> COc1cccc(NC(=S)NN=C2CCCCCC2)c1
→ -0.9, 0.7, -1.1, 7, 15, 9, -38, 22, -7
> O=C(Cc1ccccc1)NN1C(=O)C2C3C=CC(C3)[C@@H]2C1=O (stereo partly drawn)
→ 0.3, 2.0, 1.9, -6, 5, 14, 18, -2, -3
> O=C(CSc1cccc[n+]1[O-])N1CCCc2ccccc21
→ -1.5, -0.1, 0.5, 1, 14, 3, -15, 0, -6
> COc1ccc(CNc2oc(COc3ccc(Cl)cc3)nc2C#N)cc1
→ 3.3, 1.4, 0.0, 8, 3, 12, -35, 0, -14
> COC(=O)c1c(C)nn(-c2ccc(F)c(Cl)c2)c1-c1cc(C)on1
→ -0.7, -4.5, -0.5, -1, 9, 17, -5, 0, -6
> COc1ccc(/C=C/C(=O)OCC(=O)Nc2ccc(C)cc2)cc1S(=O)(=O)N1CCOCC1
→ 1.1, 3.3, 0.8, 4, 1, 3, 7, -12, -5
> CN(c1ccc(C(=O)NCC2CCCO2)cc1)S(=O)(=O)c1ccccc1 (stereo not drawn)
→ 0.2, -2.4, 0.5, -3, 3, 12, -3, 0, -10
> Cc1ccc(NC(=O)c2nsc(Cl)c2Cl)cc1
→ 1.3, 1.0, 0.5, -5, -7, 9, 5, 2, -3
> COc1ccc(CC(=O)n2[nH]c(=O)c3ccccc3c2=O)cc1OC
→ 0.0, 2.0, 1.2, -8, 6, 8, -3, 0, 3
> Cn1nnc2cc(C(=O)N3CCSCC3)ccc21
→ 0.5, -1.8, 0.2, -6, 3, 7, 5, -2, -2
> Cc1ccc(/C=N/NC(=O)CSc2nnc(-c3ccc(Cl)cc3)n2-c2ccccc2)o1
→ nt, -2.3, -0.1, 2, 7, 16, 23, -19, -1
> CCC(C)NC(=O)Nc1ccc(C)cc1C (stereo not drawn)
→ -0.5, -0.5, 1.1, -4, 22, 3, 3, 0, 0
> O=C1CCCc2c1nc(-c1ccc([N+](=O)[O-])cc1)n2O
→ -0.2, 0.8, 2.4, -5, 2, 5, -1, 1, -2
> COCCn1c(-c2cccs2)csc1=Nc1cccnc1
→ -1.1, -3.3, 1.0, 2, 32, 4, -11, 24, -8
> CCSc1ncc(/C=N/Nc2ccc(F)cc2)n1C
→ -1.2, -0.7, -0.9, -4, 0, 23, -19, -4, -7
> CCOC(=O)Cc1cc(=O)n2[nH]c(C)c(C#N)c2n1
→ 0.5, -2.8, 1.5, 0, 2, 13&-4, 0&31, -2, -8
> COc1ccc(N(CC(=O)NCc2cccc(OC)c2)S(=O)(=O)c2c(C)noc2C)cc1
→ -0.8, -0.8, -1.5, 0, -1, 6, 28, 0, 2
> CCC(=O)N1c2ccc(C)cc2C2=NNC(=S)NC21O (stereo not drawn)
→ 0.4, -2.1, -0.3, -1, 3, 8, 5, -2, 3
> COc1ccc(C)cc1NC(=O)C(Sc1nnc2ccccn12)c1ccccc1 (stereo not drawn)
→ 0.3, 1.3, -1.1, -1, 3, 9, -3, -5, -10
> Cc1ccc(NC(=O)c2ocnc2C)cc1Cl
→ 2.2, -1.0, -0.2, -4, -1, 8, -2, -2, -1
> CC(=O)NC(CCS(C)(=O)=O)C(=O)Nc1cc(C)on1 (stereo not drawn)
→ -0.1, 0.4, 0.5, 2, 15, 12, nt, -3, -4
> Cc1cc(C(=O)C(=O)N(C)C)c(C)n1-c1ccc(Cl)c(Cl)c1
→ -0.5, -0.8, -0.5, 0, -21, 7, -3, 0, -4
> c1coc(C2Nc3ccccc3-c3nc4ccccc4n32)c1 (stereo not drawn)
→ 3.6, -0.8, 0.0, -2, 4, 36, 14, 3, -6
> COC(=O)CC1C(=O)NCCN1C(=S)Nc1cc(C)cc(C)c1 (stereo not drawn)
→ 0.8, 1.1, 0.0, -1, -4, 3, 2, 6, -4
> CN(C)c1nc(SCC(=O)Nc2ccccc2)nc(N2CCOCC2)n1
→ 1.5, 8.2, -0.5, -4, 17, 4, -2, 0, -8
> CCOC(=O)c1ccc(NC(=O)CSc2nnc(C3CC3)n2C)cc1
→ 0.8, 0.0, -1.1, -4, 9, 12, 15, 0, -5
> CCOC(=O)c1ccc(NCc2ccc(N(C)C)cc2)cc1
→ -0.1, -3.7, 1.1, 5, 8, 3, 22, 2, -6
> Cc1ccc2onc(CC(=O)O)c2c1
→ 0.5, 1.1, 1.4, -1, 1, 8, 6, 0, -4
> Cc1c(-n2c(SCC(=O)N(C)C3CCS(=O)(=O)C3)nc3ccccc3c2=O)c(=O)n(-c2ccccc2)n1C (stereo not drawn)
→ 0.8, 0.8, 0.7, -2, 23, 0, 5, 3, -6
> O=C(COc1ccc(F)cc1)NNC(=O)c1cc2ccccc2oc1=O
→ 2.0, 1.1, 0.8, -3, -1, 6, 16, 0, -2
> COc1ccccc1NC(=O)CC(NC1CCCCC1)C(=O)O (stereo not drawn)
→ -0.4, 1.5, 0.0, 0, 1, 2, 4, 1, 2
> C=CCn1c2ccccc2c2nnc(SC(CC)C(=O)Nc3nc(C)c(C(=O)OCC)s3)nc21 (stereo not drawn)
→ 0.6, -0.5, 0.2, -10, 2, nt, -7, -10, -6
> CC(C)CCNC(=O)C(c1cccnc1)N(Cc1ccccc1)C(=O)Cn1nnc2ccccc21 (stereo not drawn)
→ -1.0, 1.3, -1.3, nt, 13, 15, nt, nt, 4
> C/C(=N\OCC(=O)N/N=C/c1ccccc1)c1cccs1
→ -0.2, 1.0, 0.3, -1, 2, 0, -56, 2, -6
> Cc1cc(C(=O)N/N=C/c2cc(Cl)cc([N+](=O)[O-])c2O)n[nH]1
→ 0.4, 0.9, 1.4, -4, 15, 11, 12, -1, 0
> Cc1ccc(NS(=O)(=O)c2cc(C(=O)N(C)C)ccc2C)cc1C
→ 0.3, -0.3, 0.5, -5, 1, 6, 23, -1, 5
> CC(C)(C)NC(=O)CN(C(=O)C(=O)Nc1ccc2c(c1)OCCO2)C(C)(C)C
→ 2.5, 0.2, 1.1, 2, 19, 8&6, -8&37, -2, -6
> Cc1c(C(=O)N2CCCC2)oc2c1-c1[nH]ncc1CC2
→ nt, 0.7, 1.4, 0, -4, 7, 3, 2, 5
> COc1ccccc1-c1noc(-c2ccccc2C(=O)N2CCOCC2)n1
→ 1.6, -0.5, -0.3, 2, 0, 8, 10, 1, -6
> CCCC12CN3CCN(CC(C3)/C1=N\NC(=O)c1ccccc1Cl)C2
→ 0.1, -0.9, 0.7, -4, 20, 2, -9, 2, 2
> COc1ccc(C2CC(C(F)(F)F)n3nc(C(=O)NCCN4CCOCC4)cc3N2)cc1 (stereo not drawn)
→ 5.5, 1.1, -0.2, -2, -1, 0, 19, -2, -4
> N#C/C(=C\c1ccc[nH]1)S(=O)(=O)c1ccccc1
→ 0.2, 0.5, 1.9, -7, -4, 11, -25, -2, 1
> CN(C1=C(NC(=O)c2ccc(Cl)cc2)C(=O)c2ccccc2C1=O)c1ccccc1
→ 4.1, -9.4, -0.5, -1, 2, 34, 18, 0, 3
> Cc1ccc(Sc2cc(NCCCO)c([N+](=O)[O-])c3nonc23)cc1
→ 33, -1.7, 0.2, -26, 2, 7, 0, -22, -10
> O=c1nc(NCc2ccccc2Cl)cn[nH]1
→ 0.0, -1.2, 1.6, 68, -11, 5, 3, 1, -9
> CC1(C)Oc2ccccc2OC1(O)c1ccc2ccccc2n1 (stereo not drawn)
→ 2.1, -2.1, 0.4, 1, 3, 6, -17, -3, -7
> CN(C)CCCNC(=O)c1ccc(Cl)c(S(=O)(=O)N(C)c2ccccc2)c1
→ -0.6, -0.8, 0.5, -5, 3, 4, 2, 1, -5

Record cards, from the list above. Order of values: L929 necroptosis | TNF death inh | PERK inhibitor | Runt-SMMHC FRET | Hck Nef HTS | EP2 antag | EP2 mod | Runt-CBFb FRET | RBBP9 inh
Entry for `CC(C)CCNC(=O)C(c1cccnc1)N(Cc1ccccc1)C(=O)Cn1nnc2ccccc21` (stereo not drawn) → -1.0 | 1.3 | -1.3 | nt | 13 | 15 | nt | nt | 4
Entry for `C=CCn1c2ccccc2c2nnc(SC(CC)C(=O)Nc3nc(C)c(C(=O)OCC)s3)nc21` (stereo not drawn) → 0.6 | -0.5 | 0.2 | -10 | 2 | nt | -7 | -10 | -6

This is a subset. The share of hits here may be higher or lower than overall.
